PDI inh: PDI (human) enzyme inhibition; P07237; PDI insulin aggregation turbidity, A650, 90 min; inhibition, % at 10 µM; actives 0.052% (n = 350,000); AID 588391;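 active means mean inhibition across replicates of 30% or more, whatever share of single replicates reach that level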;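 further: absorbance from insulin aggregation driven by PDI reduction with DTT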
Target sequence (P07237 whole entry, looked up): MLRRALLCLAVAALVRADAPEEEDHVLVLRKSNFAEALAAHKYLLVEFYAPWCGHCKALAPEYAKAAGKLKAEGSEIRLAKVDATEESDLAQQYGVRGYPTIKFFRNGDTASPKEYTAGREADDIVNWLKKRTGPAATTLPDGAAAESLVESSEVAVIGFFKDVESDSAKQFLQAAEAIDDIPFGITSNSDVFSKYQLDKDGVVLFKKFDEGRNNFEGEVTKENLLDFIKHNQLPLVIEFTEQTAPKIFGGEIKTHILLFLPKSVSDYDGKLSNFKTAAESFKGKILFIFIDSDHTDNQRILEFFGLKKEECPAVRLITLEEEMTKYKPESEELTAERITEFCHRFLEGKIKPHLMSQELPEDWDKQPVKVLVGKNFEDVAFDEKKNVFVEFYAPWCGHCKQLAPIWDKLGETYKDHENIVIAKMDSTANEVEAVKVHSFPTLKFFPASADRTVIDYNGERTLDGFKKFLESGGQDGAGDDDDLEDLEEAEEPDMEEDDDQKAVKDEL
NR2E3 ag-1: agonists of human NR2E3 nuclear receptor | Q9Y5X4 | CHO-S Gal4-NCOR/VP16-NR2E3 two-hybrid, luciferase | inhibition of corepressor binding, % at 3.98 µM | actives 0.35% (n = 360,000) | AID 602229;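 active means inhibition above the mean of all tested compounds plus 3 SD, cut at about 70% in these data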;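 further: 0% = DMSO with NR2E3 transfected cells and 100% = cells lacking NR2E3 construct; higher means lower luciferase signal from less NR2E3 corepressor binding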
Target sequence (Q9Y5X4 whole entry, looked up, the tested form may be a part): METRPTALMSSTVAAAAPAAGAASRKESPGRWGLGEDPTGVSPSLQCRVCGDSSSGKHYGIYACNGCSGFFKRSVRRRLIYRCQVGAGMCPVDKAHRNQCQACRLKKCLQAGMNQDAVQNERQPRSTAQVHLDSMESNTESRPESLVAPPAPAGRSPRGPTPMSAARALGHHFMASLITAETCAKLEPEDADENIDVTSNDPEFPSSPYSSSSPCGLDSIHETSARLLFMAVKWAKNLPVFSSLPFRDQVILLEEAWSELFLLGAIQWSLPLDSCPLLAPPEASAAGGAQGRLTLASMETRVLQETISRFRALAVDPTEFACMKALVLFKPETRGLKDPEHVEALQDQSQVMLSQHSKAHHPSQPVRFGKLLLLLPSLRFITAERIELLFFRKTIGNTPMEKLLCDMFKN
MITF TRPM1 inh: MITF TRPM1 promoter inhibition in SK-MEL-5 cells. SK-MEL-5 TRPM1 promoter luciferase, 24 h. inhibition, % at 12.5 µM. actives 0.83% (n = 330,000). AID 488899;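 active means mean inhibition across replicates of 60% or more, whatever share of single replicates reaches that level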; further: values of inactives mirror those of a sister screen read the other way
m5-HT2A agonist: activates the mouse 5-HT2A serotonin receptor. P35363. CHO-K1 mHTR2A beta-arrestin complementation, luminescence; percent of 30 µM serotonin response. activation, % at 7.6 µM. actives 0.66% (n = 360,000);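 active means activation above a run cutoff, the mean activation of all tested compounds plus 3 SD, cut at about 14% in these data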;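 further: 0% = plate median of compound wells and 100% = 30 µM serotonin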
Peg3 promoter: Peg3 promoter activity inhibition | HeLa PEG-Prom luciferase reporter, luminescence, overnight | inhibition, % at 20 µM | actives 1.7% (n = 360,000) | AID 588405;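 active means inhibition of at least 50% at 20 µM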
Shn3 3UTR inh: reduces Shn3 3'UTR luciferase signal in osteoblasts. Clone20 osteoblast Shn3 3'UTR firefly luciferase, 24 h. inhibition, % at 12.5 µM. actives 0.52% (n = 360,000). AID 588674;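 active means mean inhibition of at least 75% with every replicate also reaching 75%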;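 further: 0% = median of neutral control wells and 100% = pilot-screen positive control compound; some compounds past the cut are filed as inactive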
CaV13 ICDI inh: Disruptors of the CACNA1D IQ motif to Ca2+-dependent inactivation inhibitor domain association, primary screening, Förster resonance energy transfer in intact living … | HEK cells, CFP/YFP FRET ICDI-IQ, plate reader, 10 min; percent FRET-ratio fall versus neutral wells | inhibition, % at 12.3 µM | actives 0.098% (n = 340,000) | AID 743397;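 active means mean replicate inhibition of at least 30% and at least 1% of replicates passing that level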;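 further: 0% = median of the neutral control wells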
HIF-2a block: inhibitors of HIF-2a; 786-0 RCC cells HIF-2a reporter, luciferase luminescence, overnight; inhibition, % at 18.8 µM; actives 0.72% (n = 360,000); AID 624352;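 active means inhibition of the luminescence signal of 40% or more relative to plate controls, in a single-dose primary screen at 18.75 µM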
H9c2 protect: myocardial damage modulation in H9c2 cells; actives 0.63% (n = 360,000); protection from H2O2 cell death, % at 20 µM; H9c2 cardiomyocytes, H2O2 injury protection, ATPLite, 2 h;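 active means compounds giving at least 50% protection of heart cells from peroxide-induced death in the single-dose screen, raw or plate-pattern-corrected value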;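 further: 0% = DMSO wells with peroxide and 100% = DMSO wells without peroxide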
hiPSC survival: increases survival of single human iPS cells; actives 0.044% (n = 360,000); AID 602274; survival enhancement, % at 20 µM; hiPSC single-cell survival, ATPlite luminescence; 100% = ROCK inhibitor wells, 0% = DMSO; in the data active means survival enhancement above about 18%;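 further: cells exposed to compounds for 16 hours before the ATP read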
NR2E3 ag-2: agonists of human nuclear receptor NR2E3; Q9Y5X4; GST-NR2E3/biotin-RetCOR TR-FRET, 1536-well; inhibition of corepressor binding, % at 4.78 µM; actives 0.12% (n = 320,000); AID 2300;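 active means percent inhibition above the cutoff of mean plus 3 SD of all tested compounds, set per screening campaign, cut at about 20% in these data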;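 further: 0% = DMSO wells and 100% = biotin wells as full block of FRET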
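system = GST-tagged NR2E3 plus biotinylated RetCOR corepressor | input = 1.35 nM GST-NR2E3 | also added = 7 nM biotin-RetCOR | schedule = 5 h incubation at 4 °C | measured by = TR-FRET with europium anti-GST and streptavidin-D2, 340 nm excitation | read-out = percent loss of FRET ratio relative to control wells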
Starred values were filed as active, the others as inactive; x = no result given. Not a hit list; 3.9% or so of the library scored in one or more.

(1) CN(C1CCCC1)C1CCN(C(=O)CNC(=O)/C=C/c2cccc(C(F)(F)F)c2)CC1
(2) Cc1ccccc1C1=NC(C(F)(F)F)(C(F)(F)F)c2c(n(-c3ccc(F)cc3)c(=O)[nH]c2=O)N1
(3) COc1ccc(C(=O)COC(=O)C(CC(C)C)N2C(=O)c3ccccc3C2=O)cc1 (configuration not stated)
(4) COc1ccc(NS(=O)(=O)c2cccc(C(=O)NCCCN3CCCC3=O)c2)cc1
(5) COc1ccc(OC)c(S(=O)(=O)Nc2ccccc2C(F)(F)F)c1
(6) COC(=O)c1ccccc1S(=O)(=O)N1CCC(C(=O)OCC(=O)NC2CCCCC2C)CC1 (configuration not stated)
(7) CCN1CCCC1CNC(=O)c1cc2c(=O)n(C)c3ccccc3c2n1C (configuration not stated)
(8) COc1ccccc1N1CN(Cc2ccccc2)CNC1=S
(9) CCN(CC(=O)Nc1ccccc1C(F)(F)F)CC(=O)NC1CC1
(10) COc1ccc(NC(=O)c2ccc(=O)[nH]c2)cc1S(=O)(=O)N1CCOCC1
assay / entry	1	2	3	4	5	6	7	8	9	10
PDI inh	-4	0	-4	-1	3	-8	x	8	13	7
NR2E3 ag-1	12	-14	3	22	28	11	-14	-7	17	-6
MITF TRPM1 inh	10	15	9	-6	-9	11	14	13	-3	3
m5-HT2A agonist	0	1	-1	-3	-3	-4	-1	-7	6	-2
Peg3 promoter	12	17	0	4	9	-5	-10	4	8	4
Shn3 3UTR inh	-4	15	34	-5	-3	-1	-23	16	-7	-15
CaV13 ICDI inh	-5	-5	-3	-5	-5	-2	-2	-19	-3	-2
HIF-2a block	11	10	20	0	25	-2	2	-30	2	-2
H9c2 protect	-2	-9	-8	-2	-2	-1	24	4	7	9
hiPSC survival	-0.8	-0.4	-0.1	0.3	2.3	-0.4	-0.3	0.7	0.2	-0.3
NR2E3 ag-2	-2	-3	-1	5	-2	1	0	5	3	x

(11) C/C(CC(=O)Nc1cccc(C(F)(F)F)c1)=N\NC(=O)C1CCCCC1
(12) O=C(NCC1COc2ccccc2O1)c1cc2ccccc2o1 (configuration not stated)
(13) COc1cc2c(cc1OC)C(O)=CC(=O)C2=O
(14) O=C(Nc1cccnc1Cl)c1cccc(S(=O)(=O)N2CCOCC2)c1
(15) Cc1ccc(C(C)C)c(OCCN(C)C)c1
(16) CCCC(=O)Nc1cc(OC)c(NC(=S)Nc2cccc(C)c2)cc1OC
(17) COc1ccc(/C=C/C(=O)C2(O)CCCCC2)cc1OC
(18) COc1ccc(C2c3cc(OC)c(OC)cc3CCN2C(=O)c2ccccc2)cc1OC (configuration not stated)
(19) Cc1ccc(C)c(OCC(=O)O/N=C(\N)c2cccnc2)c1
(20) CCOC(=O)C1CCN(C(=O)CN(c2cc(OC)ccc2OC)S(=O)(=O)c2ccccc2)CC1
assay / entry	11	12	13	14	15	16	17	18	19	20
PDI inh	7	-2	0	6	-15	-2	10	-4	-5	8
NR2E3 ag-1	1	-50	-4	4	-5	10	-32	21	-40	1
MITF TRPM1 inh	-13	-11	x	-2	7	x	10	9	-24	2
m5-HT2A agonist	-3	-3	0	2	-6	3	-4	-12	0	1
Peg3 promoter	7	-207	-3	9	19	9	24	14	-40	14
Shn3 3UTR inh	20	-7	-6	6	-7	-9	-18	19	-21	14
CaV13 ICDI inh	2	x	-4	x	-7	-13	-2	-2	-14	x
HIF-2a block	3	-169	-3	13	1	-28	15	17	-131	23
H9c2 protect	1	6	-9	-1	13	7	1	5	0	10
hiPSC survival	7.3	1.7	0.4	1.3	-2.0	0.4	0.7	-0.6	-0.4	-1.3
NR2E3 ag-2	1	2	x	x	2	x	2	5	-3	3

Entries by screen from the entries so far:
Compounds 12 to 20 in m5-HT2A agonist, in turn: -3, 0, 2, -6, 3, -4, -12, 0, 1

(list continues)
(21) CCOC(=O)c1nnc(-c2ccc(C)cc2)nc1Sc1ccccc1Cl
(22) CN1CCN(CCCNC(=O)Cn2ncc3c4ccccc4n(C)c3c2=O)CC1
(23) CCC(=O)N(C)CCc1cc2c(c(OC)c1/C=N/NC(=O)c1ccccc1O)OCO2
(24) O=C(/C=C/[C@H]1O[C@@H](n2cnc3c(NC(=O)c4ccccc4)ncnc32)[C@H](O)[C@@H]1O)NCc1ccc2c(c1)OCO2
(25) O=C(NCCN1CCN(Cc2ccccc2)CC1)c1cc2c(=O)[nH]c3ccccc3c2s1
(26) CN(C)/C=C/C(=O)c1cnc(-c2ccccc2)s1
(27) Cc1ccc(N2C(=O)C(Cl)=C(N3CCCCCC3)C2=O)c(C)c1
(28) CC(NC(=O)c1ccccc1F)c1nnc(SCC(=O)Nc2nnc(C3CC3)s2)n1C (configuration not stated)
(29) O=C(COC(=O)C1=COCCO1)Nc1ncc(Cl)cc1Cl
(30) CC(C)Oc1cc(NC(=O)CSCC(=O)Nc2cccc(C(F)(F)F)c2)c(Cl)cc1Cl
assay / entry	21	22	23	24	25	26	27	28	29	30
PDI inh	-3	-4	-9	x	0	8	-5	-2	-8	6
NR2E3 ag-1	-14	-21	-10	-1	-7	-4	-23	2	-24	-20
MITF TRPM1 inh	3	x	1	x	-14	-71	-3	-3	9	1
m5-HT2A agonist	6	1	1	6	-9	-1	-2	-4	7	-1
Peg3 promoter	27	12	-13	2	26	-173	-4	8	5	18
Shn3 3UTR inh	-3	-47	-6	0	18	-10	21	-14	-1	32
CaV13 ICDI inh	-4	-7	-2	-6	-5	-4	-27	-15	-5	-7
HIF-2a block	22	19	6	9	-11	-166	-8	12	15	19
H9c2 protect	-21	-4	2	0	13	-2	-13	-1	-1	-18
hiPSC survival	-1.2	1.2	-1.8	0.9	-1.3	-1.2	0.3	-0.5	0.0	-0.8
NR2E3 ag-2	2	-1	1	x	-3	4	1	0	-2	2

(31) CCOC(=O)C1=C(COC(=O)c2ccc(OC(C)C)cc2)NC(=O)NC1C (configuration not stated)
(32) Cc1ccc(C(O)c2ncc(-c3cccc4ccccc34)[nH]2)cc1F (configuration not stated)
(33) O=C(Nc1ccc(N2CCOCC2)cc1)c1cccc(-n2cnnc2)c1
(34) O=c1cc(Cl)[nH]c(=O)n1Cc1ccccc1
(35) CC1CC(C)(C)NC(=S)N1CCC(=O)N1CCN(Cc2ccccc2)CC1 (configuration not stated)
(36) CN(C)c1ccc(NC(=S)N(CCc2ccccc2)C2CC(=O)N(c3c(Cl)cccc3Cl)C2=O)cc1 (configuration not stated)
(37) CSCCC(NC(=O)OC(C)(C)C)C(=O)Oc1ccc2c(=O)c(-c3ccc4c(c3)OCCO4)coc2c1 (configuration not stated)
(38) O=C(Nc1cccc(NC(=O)c2nccc3ccccc23)c1)c1ccco1
(39) O=C(COc1ccccc1F)Nc1cc(S(=O)(=O)N2CCOCC2)ccc1N1CCOCC1
(40) COc1cccc(C(=O)NC2CCCc3c2cnn3-c2ccc(C)c(C)c2)c1OC (configuration not stated)
assay / entry	31	32	33	34	35	36	37	38	39	40
PDI inh	8	7	-14	1	0	13	2	-1	1	-7
NR2E3 ag-1	-7	19	-6	-32	-3	1	-102	-60	-45	12
MITF TRPM1 inh	-9	x	10	-1	1	4	5	-2	1	-6
m5-HT2A agonist	2	2	5	6	1	-4	0	3	-10	-2
Peg3 promoter	24	32	0	1	12	3	-166	-77	15	-8
Shn3 3UTR inh	8	6	6	-21	-4	31	-52	-9	10	29
CaV13 ICDI inh	-6	-4	-3	-17	x	x	-3	-10	-6	-14
HIF-2a block	6	5	15	17	15	4	-107	-188	24	6
H9c2 protect	-6	-8	-3	9	-1	3	-6	-4	8	-8
hiPSC survival	0.3	-1.4	-0.2	-0.5	0.0	2.6	-2.9	-0.6	0.1	0.0
NR2E3 ag-2	1	x	-2	2	-1	-4	1	2	1	2

(41) Cc1cccc(C)c1NC(=O)C1(C)CCC(=O)N1C1CC1 (configuration not stated)
(42) COc1ccc(NC(=O)N2CCC(c3ccccc3)C2)c(OC)c1 (configuration not stated)
(43) COc1ccc(C2Oc3ccccc3N2C(C)=O)cc1 (configuration not stated)
(44) O=C(CNS(=O)(=O)c1ccc2ccccc2c1)Nc1ccc(F)c(F)c1F
(45) COc1cccc(CC(=O)N2CCC(n3nccc3NC(=O)C3CC3)CC2)c1
(46) N=c1c(S(=O)(=O)c2ccc(Br)cc2)cc2c(=O)n3ccccc3nc2n1Cc1ccco1
(47) Cn1cc(CN2CCC(C(O)c3cccs3)CC2)c(-c2cccc(Cl)c2)n1 (configuration not stated)
(48) CCc1ccc(OC(=O)Cc2ccc(OC)c(S(=O)(=O)N3CCOCC3)c2)cc1
(49) COc1ccccc1-n1c(N)c(C(N)=O)sc1=S
(50) Cc1nn(-c2ccccc2)c2sc(C(=O)NNC(=O)COc3ccccc3)cc12
assay / entry	41	42	43	44	45	46	47	48	49	50
PDI inh	x	-15	-9	17	3	12	-3	-4	1	3
NR2E3 ag-1	-6	-12	-41	1	-23	-9	24	-3	27	-19
MITF TRPM1 inh	x	x	-10	12	3	6	1	-2	5	3
m5-HT2A agonist	4	-3	1	9	7	-9	-16	1	14	-2
Peg3 promoter	-3	-14	-3	1	-24	41	10	4	10	-19
Shn3 3UTR inh	-3	8	-6	-5	6	2	10	63	1	-21
CaV13 ICDI inh	-11	-6	-4	-5	-6	-8	-6	-6	-6	-4
HIF-2a block	-2	-55	-7	11	-43	13	7	6	9	-56
H9c2 protect	4	-5	4	-7	0	-10	-2	0	-10	15
hiPSC survival	-1.0	-0.3	-1.9	0.9	0.9	0.1	0.5	-0.5	-0.9	13
NR2E3 ag-2	x	1	-1	4	x	-2	0	1	4	0

Some of these compounds in order of molecular weight, low to high:
(49) COc1ccccc1-n1c(N)c(C(N)=O)sc1=S
(41) Cc1cccc(C)c1NC(=O)C1(C)CCC(=O)N1C1CC1 (configuration not stated)
(44) O=C(CNS(=O)(=O)c1ccc2ccccc2c1)Nc1ccc(F)c(F)c1F
(47) Cn1cc(CN2CCC(C(O)c3cccs3)CC2)c(-c2cccc(Cl)c2)n1 (configuration not stated)
assay / entry	49	41	44	47
PDI inh	1	x	17	-3
NR2E3 ag-1	27	-6	1	24
MITF TRPM1 inh	5	x	12	1
m5-HT2A agonist	14	4	9	-16
Peg3 promoter	10	-3	1	10
Shn3 3UTR inh	1	-3	-5	10
CaV13 ICDI inh	-6	-11	-5	-6
HIF-2a block	9	-2	11	7
H9c2 protect	-10	4	-7	-2
hiPSC survival	-0.9	-1.0	0.9	0.5
NR2E3 ag-2	4	x	4	0

Screening data (PubChem)
